Assay outcomes (PubChem)
OX1R antag – OX1R (HCRTR1) antagonists, primary screen, fluorescence, CHO/OX1R cells, Fluo-8 calcium, orexin A; Orexin/Hypocretin receptor type 1 (Homo sapiens), O43613; Fluo-8 calcium fluorescence; inhibition, % at 5 µM; hit rate 0.43% among 330,000; AID 434989, 2010;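 active = inhibition above its plate's threshold, mean inhibition of all tested compounds on the plate plus 3 SD, cut at about 37% in these data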;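 note: 0% = orexin A challenge wells and 100% = SB-334867-A antagonist wells; not every result past the cut was called active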
Target sequence (O43613 whole entry, looked up): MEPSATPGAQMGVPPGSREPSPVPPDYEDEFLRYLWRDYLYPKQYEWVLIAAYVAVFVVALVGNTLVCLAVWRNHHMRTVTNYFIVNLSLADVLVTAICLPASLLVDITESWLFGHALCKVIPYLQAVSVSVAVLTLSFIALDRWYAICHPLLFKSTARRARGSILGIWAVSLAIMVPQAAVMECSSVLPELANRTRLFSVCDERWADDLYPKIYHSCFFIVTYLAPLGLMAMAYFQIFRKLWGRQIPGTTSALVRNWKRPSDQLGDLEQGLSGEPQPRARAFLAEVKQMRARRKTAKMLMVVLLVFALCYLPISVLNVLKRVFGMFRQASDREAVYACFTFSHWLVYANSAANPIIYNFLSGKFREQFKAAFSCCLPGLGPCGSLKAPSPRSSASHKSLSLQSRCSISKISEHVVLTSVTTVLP
CHT PAM – CHT positive allosteric modulators, primary screen, cell-based, membrane potential dye, choline EC20; CHT-expressing cells; hits give high values; LV-AA mutant CHT in HEK293 cells; B-score at 10 µM; hit rate 0.49% among 310,000; AID 488977, 2010;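 active = initial fluorescence not abnormally high and integrated response B-score, plate-corrected, over 3 SD above library mean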
Target sequence (Q9GZV3 whole entry, looked up): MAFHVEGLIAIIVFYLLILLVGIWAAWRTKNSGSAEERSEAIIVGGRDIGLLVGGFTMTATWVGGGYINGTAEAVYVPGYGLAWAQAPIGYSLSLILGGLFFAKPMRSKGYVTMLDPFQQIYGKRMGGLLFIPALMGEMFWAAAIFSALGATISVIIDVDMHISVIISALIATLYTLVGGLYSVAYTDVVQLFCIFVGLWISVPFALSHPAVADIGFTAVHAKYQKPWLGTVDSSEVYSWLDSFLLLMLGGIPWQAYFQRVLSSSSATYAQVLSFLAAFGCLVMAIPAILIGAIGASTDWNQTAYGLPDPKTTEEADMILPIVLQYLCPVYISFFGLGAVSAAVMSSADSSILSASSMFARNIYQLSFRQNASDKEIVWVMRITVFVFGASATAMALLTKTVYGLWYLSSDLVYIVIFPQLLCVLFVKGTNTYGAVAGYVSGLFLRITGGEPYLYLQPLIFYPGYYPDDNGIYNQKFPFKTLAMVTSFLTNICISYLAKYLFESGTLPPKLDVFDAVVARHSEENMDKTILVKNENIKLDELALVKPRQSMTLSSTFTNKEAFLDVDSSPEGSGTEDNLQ
* marks the source's active call; other numbers are inactive results; i = inactive; · = no result given; & = joins results of further samples.

SMILES | OX1R antag | CHT PAM
Cc1cccc(NC(=S)NCCC(c2ccccc2)c2ccccc2)c1 | -33 | i
COC(=O)[C@@]1(Cc2ccc(F)cc2)[C@H]2c3cc(C(=O)N4CCCC4)n(CCc4c[nH]c5ccc(OC)cc45)c3C[C@H]2CN1C(=O)c1ccccc1 | -27 | i
COc1cccc(C2=NOC(C(=O)N3CCN(Cc4ccccc4)CC3)C2)c1OC (centres undefined) | -27 | i
COc1ccc(C)cc1NC(=O)C1CCN(S(=O)(=O)c2cccc3cccnc23)CC1 | -24 | i
CCOC(=O)OC(C)OC1=C(C(=O)Nc2ccccn2)N(C)S(=O)(=O)c2ccccc21 (centres undefined) | -3 | i
CCOc1ccc(Nc2nc(Cc3nnc(SCC(=O)O)o3)cs2)cc1 | -1 | i
C#CCOCCOCCOCCNc1nc(N2CCN(C(=O)CCCCCCCCCCNC(=O)Cn3cc(C[C@@H](C)O)nn3)CC2)nc(N2CCN(C(=O)CCCCCCCCCCNC(=O)[C@H](CCCN=C(N)N)n3cc(C[C@@H](C)CC)nn3)CC2)n1 | -18 | i
O=C1CC(N2CCc3ccccc32)C(=O)N1c1ccccc1 (centres undefined) | -24 | i
O=C(NC1CC1)C1CCCN1C(=O)NC1CCCCC1 (centres undefined) | -1 | i
Cc1ccc(N(CCC(=O)O)S(=O)(=O)c2cccc(C(F)(F)F)c2)cc1 | -7 | i
CCOC(=O)c1c(NC(=O)COC(=O)Cc2c[nH]c3ccccc23)sc(C(=O)N(C)C)c1C | 14 | i
CCO[C@@H]1OC(C(=O)NCc2nc3ccccc3[nH]2)=C[C@H](c2ccc(C(F)(F)F)cc2)[C@H]1CCCO | -26 | i
CCOC(=O)N1CCC(n2c(SCC(=O)OCc3ccccc3)nc3ccsc3c2=O)CC1 | -7 | i
O=S(=O)(c1ccc(Cl)cc1)c1nc(-c2ccco2)oc1N1CCOCC1 | -15 | i
CCC(C)C(NC(=O)C1CCC(=O)N1C(=O)OCc1ccccc1)C(=O)NC(Cc1ccccc1)C(N)=O (centres undefined) | -8 | i
Nc1c(Cl)c(Cl)nc(C(=O)OCC(=O)NC2CCCCC2)c1Cl | 1 | i
O=C(COC(=O)c1cc[n+]([O-])cc1)Nc1ccc([N+](=O)[O-])cc1 | 6 | i
COc1ccc(NC(=O)C(c2ccc(OC)cc2)N(C)C(=O)c2cnccn2)cc1 (centres undefined) | -16 | i
CCN(CC(=O)NCc1cccs1)C(=O)COc1ccc(C(N)=O)cc1 | -5 | ·
COC(=O)CCN(C)CCC(=O)OC | 2 | i

Molecules listed so far that contain a halogen (5):
SMILES | OX1R antag | CHT PAM
COC(=O)[C@@]1(Cc2ccc(F)cc2)[C@H]2c3cc(C(=O)N4CCCC4)n(CCc4c[nH]c5ccc(OC)cc45)c3C[C@H]2CN1C(=O)c1ccccc1 | -27 | i
Cc1ccc(N(CCC(=O)O)S(=O)(=O)c2cccc(C(F)(F)F)c2)cc1 | -7 | i
CCO[C@@H]1OC(C(=O)NCc2nc3ccccc3[nH]2)=C[C@H](c2ccc(C(F)(F)F)cc2)[C@H]1CCCO | -26 | i
O=S(=O)(c1ccc(Cl)cc1)c1nc(-c2ccco2)oc1N1CCOCC1 | -15 | i
Nc1c(Cl)c(Cl)nc(C(=O)OCC(=O)NC2CCCCC2)c1Cl | 1 | i

The listing continues:
SMILES | OX1R antag | CHT PAM
CN(Cc1ccccc1)C(=O)C(C(=O)c1ccc(F)cc1)n1cc(Cl)ccc1=O (centres undefined) | -36 | i
O=C(Nc1ccc(F)cc1)C(c1ccccc1)N1CCN(S(=O)(=O)c2c(F)cccc2F)CC1 (centres undefined) | -14 | i
COC(=O)[C@]1(Cc2ccccc2)N[C@H](CN(C)C(=O)c2ccc(C)cc2)[C@@H]2C(=O)N(Cc3ccccc3)C(=O)[C@@H]21 | -32 | ·
Cc1ccc(C(=O)N/C(=C\C=C\c2ccccc2)C(=O)NCc2ccco2)cc1 | -27 | i
CCOc1ccc(NC(=O)CN2C(=O)CSc3ccc(S(=O)(=O)N4CCOCC4)cc32)cc1 | -36 | i
C=CCN(c1ccc(C(=O)Nc2cc(C)cc(C)c2)cc1)S(C)(=O)=O | -14 | i
Cc1ccc(S(=O)(=O)/N=C(/c2ccccc2)N(C)c2ccc(O)cc2)cc1 | -13 | i
O=c1c2c3c(sc2nc2n1CCC2)CCCCC3 | -25 | i
Cc1ccc(NC(=O)c2cc(-c3ccco3)nc3ccccc23)cc1S(=O)(=O)N1CCOCC1 | -12 | i
CC(=O)N1N=C(c2ccc(Cl)cc2)OC12CCCC2 | 0 | i
Cc1cccc(N(Cc2cc(=O)[nH]c3ccccc23)C(=O)C(C)C)c1 | -20 | i
Cc1ccc(N=C2S/C(=C/c3cccc(OCC(=O)O)c3)C(=O)N2C)cc1C | -27 | i
CNc1c(NC(=O)c2ccc3c(c2)OCO3)c(=O)oc2ccccc12 | -17 | i
Cc1cc(NC(=O)COC(=O)c2cc(S(=O)(=O)N(C)C)ccc2Cl)no1 | -44 | ·
COc1ccccc1OCC(=O)O | -2&11 | i
Cc1c(Cc2ccccc2)c(=O)oc2cc(OCC(=O)c3ccccc3)ccc12 | -3 | i
Cc1cc([N+](=O)[O-])ccc1NC(=O)CCC(=O)N1CCCCCC1 | -19 | i
CCCCc1cc(=O)oc2cc(C)cc(OCc3nn[nH]n3)c12 | -13 | i
Cc1nc(N=Nc2ccc(O)cc2)n[nH]1 | -1 | i
O=C(COC(=O)COc1ccc(Cl)cc1)NC1CCS(=O)(=O)C1 (centres undefined) | -16 | ·

Entries of single compounds as entered above. Screens in order: OX1R antag | CHT PAM
O=C(Nc1ccc(F)cc1)C(c1ccccc1)N1CCN(S(=O)(=O)c2c(F)cccc2F)CC1 (centres undefined) reads -14 | i
Cc1cc([N+](=O)[O-])ccc1NC(=O)CCC(=O)N1CCCCCC1 reads -19 | i
Cc1nc(N=Nc2ccc(O)cc2)n[nH]1 reads -1 | i
Cc1ccc(S(=O)(=O)/N=C(/c2ccccc2)N(C)c2ccc(O)cc2)cc1 reads -13 | i
CCOc1ccc(NC(=O)CN2C(=O)CSc3ccc(S(=O)(=O)N4CCOCC4)cc32)cc1 reads -36 | i

Next entries:
SMILES | OX1R antag | CHT PAM
CCCn1c(=O)c(-c2nc3ccccc3[nH]2)c(O)c2ccccc21 | -13 | i
Cc1ccc(C)c(S(=O)(=O)N2CCN(c3ncnc4sccc34)CC2)c1 | 52* | ·
O=C(c1ccc(NC2=NC3CS(=O)(=O)CC3S2)cc1)N1CCN(c2ccccc2)CC1 (centres undefined) | -4 | i
CCOc1ccc(N2C(=O)CC(N3CCC(NC(=O)Nc4ccccc4)CC3)C2=O)cc1 (centres undefined) | -5 | i
COc1cc(-c2cc(C(=O)OCC(=O)Nc3ccc4c(c3)OCO4)c3ccccc3n2)cc(OC)c1OC | -19 | i
CN(c1ccccc1C(=O)O)S(=O)(=O)c1ccc2c3c(cccc13)C(=O)N2 | -1 | i
CCOC(=O)COc1coc(CN2CCN(c3ccc(F)cc3)CC2)cc1=O | -9 | i
On1c(-c2ccccc2Cl)nc2ccccc21 | -20 | i
COc1ccc(OC)c(NC(=O)COC(=O)CCc2nc3ccccc3c(=O)[nH]2)c1 | -10 | ·
Cc1cccc(N2CCN(S(=O)(=O)c3c(C)[nH]c(C)c3C(=O)N3CCCC3)CC2C)c1 (centres undefined) | -17 | i
CSCCC(NS(=O)(=O)c1ccccc1)C(=O)OC(C)C(=O)Nc1ccc(Cl)cn1 (centres undefined) | -20 | ·
CCn1cc([N+](=O)[O-])c(C(=O)Nc2ccc(Cn3nc(C)cc3C)cc2)n1 | -1 | i
CCNc1nc(NCC)n2c(SCC(=O)Nc3cc(Cl)ccc3OC)nnc2n1 | -11 | i
CCCCNc1c(-c2ccc(OC)c(Sc3ccc(OC)cc3)c2)nc2ccc(Cl)cn12 | -30 | ·
Clc1cccc(Cc2ccc(Cl)nn2)c1 | -6 | i
C=CCn1cc(C(=O)NCCCN(CC)CC)c(=O)c2cc(S(=O)(=O)N3CCC(C)CC3)ccc21 | -22 | i
O=C(OCCNc1nc(-c2ccccc2)nc2ccccc12)c1cccnc1 | -21 | i
Cc1nc(-c2ccccc2)sc1C(=O)CSc1ccccc1 | 1 | i
CCOc1ccc2nc(/N=C/c3nc(-c4ccc(Br)cc4)oc3O)sc2c1 | -25 | i
Cc1ccc(/C=C/C(=O)NCc2ccc3c(c2)OCO3)o1 | -15 | i
Cc1cccc(C(=O)NC2CC3CCCC(C2)N3C(=O)NC2CCCCC2)c1 (centres undefined) | -49 | i
Cc1ccc(NC(=O)CN(C)C(=O)c2ccc(-n3cncn3)c([N+](=O)[O-])c2)cc1 | -23 | i
CSCC[C@H](NC(=O)c1cc2c([nH]c3ccccc32)c(-c2ccccc2)n1)C(=O)O | -23 | i
COc1cccc(-c2nc(CS(=O)CC(=O)NCCc3ccc(C)cc3)c(C)o2)c1 (centres undefined) | -21 | i
CNC(=O)CC1C(=O)N(c2ccc(F)cc2)C(=S)N1NC(=O)c1ccc(Cl)cc1 (centres undefined) | -1 | i
COC(=O)c1ccc(Nc2nc(C)cc(=O)[nH]2)cc1 | 2 | i
CCOc1ccc(-n2c(O)cc(=O)[nH]c2=O)cc1 | -18 | i
COc1ccccc1C1=NOC(COC(=O)c2ccc([N+](=O)[O-])cc2)C1 (centres undefined) | -20 | i
N#Cc1c(NC(=O)CCN2C(=O)c3ccccc3C2=O)oc(-c2ccccc2)c1-c1ccccc1 | -12 | i
CC(=O)c1c(C(C)=O)c(C)n(-c2ccc(C(=O)O)cc2)c1C | -6 | i
NC(=O)C12CCCC(Br)(CCC1)C2 | -1 | i
O=C(O)C1CCN(C(=O)c2cc(F)cc3c2OCOC3)CC1 | -6 | i
CN1C(=O)C(CC(=O)NC2CCCCC2)SC1=Nc1ccccc1 (centres undefined) | -18 | i
Cc1cc(C(=O)Nc2ccccc2N2CCOCC2)c2ccccc2n1 | -33 | i
Cn1ccnc1SCC(=O)c1ccc(OC(F)F)cc1 | -5 | i
CCOC(=O)C(CCC(C)=O)C(=O)c1ccccc1 (centres undefined) | -10 | i
COc1ccc(CNC(=O)CN(Cc2ccc(OC)cc2)C(=O)CCC(=O)Nc2ccccn2)cc1 | -25 | i
COc1cc(O)c(C(CCN2CCCC2)c2ccc(N(C)C)cc2)c(OC)c1 (centres undefined) | -40 | i
CN(c1ccccc1)S(=O)(=O)c1ccc(NC(=O)c2ccc(F)cc2)cc1 | -8 | i
C=CCn1c(=N)n(CC(O)c2ccco2)c2ccccc21 (centres undefined) | -22 | i
COc1ccc(C(=O)NC(CO)c2nnc(SCc3ccc(Cl)c(Cl)c3)n2C)cc1 (centres undefined) | -17 | i
Cc1cc(NCCCN2CCOCC2)n2c(nc3ccccc32)c1C#N | -19 | 6.3*
CCCC/S(C)=N/S(=O)(=O)c1ccc(C)cc1 (centres undefined) | -7 | i
O=C(Nc1ccc(Br)cc1)c1cccc(N2C(=O)CCC2=O)c1 | 14 | i
COc1ccc(OC)c(Cc2nnc(CCC(=O)N3CCC(N4CCCCC4)CC3)o2)c1 | 1 | i
CCN(CC)C(=O)CSc1nc(-c2cccs2)cc(-c2cccs2)c1C#N | 3 | i
O=C(NCC(=O)N(Cc1ccccc1)C(C(=O)NC1CCCCC1)c1ccco1)c1ccco1 (centres undefined) | -20 | i
Cc1ccc2cccc(OC(=O)c3ccc4c(c3)OCCO4)c2n1 | -12 | i
O=S(=O)(Nc1cccc(-c2ccc(N3CCCCCC3)nn2)c1)c1ccc(C(F)(F)F)cc1 | -21 | i
Oc1ccc(Cl)cc1C=Nc1ccc(Br)cc1 | -12 | i
CC(C)CN1C=C2C(=O)C(C)(OC(=O)CCc3ccccc3)C(=O)C=C2C=C1c1ccc(C#N)cc1 (centres undefined) | -28 | i
COc1ccc(C(=O)Nc2nc3nccc(-c4ccccc4)n3n2)cc1 | -14 | i
COc1ccc(C2c3ccc4ccccc4c3Oc3ncn(CCN(C)C)c(=N)c32)cc1 (centres undefined) | -27 | i
CSc1ccccc1NC(=O)C1C2CCC(C2)C1C(=O)O (centres undefined) | -6 | i
CC(C)C(NS(=O)(=O)c1cccs1)C(=O)NCc1ccccc1 (centres undefined) | -14 | i
CC(=NCCc1ccccc1)C1=C(O)CCC1=O | -14 | i
O=C(NC1CCCC1)C(c1ccc(F)cc1)N(Cc1ccccc1Cl)C(=O)CCl (centres undefined) | -11 | i
NC(=O)C1(N2CCCCC2)CCN(C(=O)CCCn2c(=O)[nH]c3ccsc3c2=O)CC1 | -3 | i
COc1ccc(OS(=O)(=O)c2c(C)noc2C)cc1 | -6 | i
O=S(=O)(c1cccc(F)c1)N1CCN(c2ncnc3scc(-c4ccc(F)cc4)c23)CC1 | -27 | i

In another format: entries from further up
mol: CC(C)CN1C=C2C(=O)C(C)(OC(=O)CCc3ccccc3)C(=O)C=C2C=C1c1ccc(C#N)cc1 (centres undefined)
  OX1R antag: -28
  CHT PAM: i
mol: COc1ccc(C(=O)NC(CO)c2nnc(SCc3ccc(Cl)c(Cl)c3)n2C)cc1 (centres undefined)
  OX1R antag: -17
  CHT PAM: i

Going on with the list.
SMILES | OX1R antag | CHT PAM
N#Cc1ccccc1OCC(=O)NC(=O)NCc1ccccc1 | -18 | i
COc1ccc(Nc2nc3ccccc3s2)cc1 | -23 | i
O=C(CN1CCN(C(=O)c2ccco2)CC1)Nc1cccc([N+](=O)[O-])c1 | -13 | i
Cc1cc(C)cc(C(=O)NCC(=O)NNC(=O)CSc2ccccc2F)c1 | 3 | ·
Cc1ccc(C(=O)NCC(=O)Nc2ccc3c(c2)CCC3)cc1 | 13 | ·
Cc1cc(C(=O)COC(=O)CC2Sc3ccccc3NC2=O)c(C)n1-c1cccc(C(F)(F)F)c1 (centres undefined) | -24 | i
Cc1ccc(NC(=O)N(Cc2ccco2)C(C)c2ccco2)cc1C (centres undefined) | -9 | i
COc1ccc(S(=O)(=O)N(C)C[C@H]2Oc3ccc(NC(=O)Cc4cn(C)c5ccccc45)cc3C(=O)N([C@@H](C)CO)C[C@@H]2C)cc1 | -13 | ·
CCOC(=O)C1(CCc2ccccc2)CCN(C(=O)Cc2nonc2C)CC1 | -27 | i
